Screening results (PubChem BioAssay)
GDH-TPI inh – inhibits GDH-TPI coupling enzymes, artifact for Mtb FBA screen; hit rate 1.2% among 360,000; GDH-TPI coupled enzyme counterscreen, NADH absorbance; inhibition, % at 4.8 µM; AID 588335; in the data active means inhibition above about 30%;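 further: 0% = DMSO wells and 100% = wells lacking the enzyme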
Mtb FBA inh – Mtb fructose-bisphosphate aldolase inhibition | P9WQA3 | AID 588726 | purified M. tuberculosis FBA, fluorescence read-out | hit rate 2.3% among 360,000 | inhibition, % at 1 µM; in the data active means inhibition above about 27%;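 further: 0% = vehicle and 100% = reference inhibitor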
Target sequence (P9WQA3 whole entry, looked up): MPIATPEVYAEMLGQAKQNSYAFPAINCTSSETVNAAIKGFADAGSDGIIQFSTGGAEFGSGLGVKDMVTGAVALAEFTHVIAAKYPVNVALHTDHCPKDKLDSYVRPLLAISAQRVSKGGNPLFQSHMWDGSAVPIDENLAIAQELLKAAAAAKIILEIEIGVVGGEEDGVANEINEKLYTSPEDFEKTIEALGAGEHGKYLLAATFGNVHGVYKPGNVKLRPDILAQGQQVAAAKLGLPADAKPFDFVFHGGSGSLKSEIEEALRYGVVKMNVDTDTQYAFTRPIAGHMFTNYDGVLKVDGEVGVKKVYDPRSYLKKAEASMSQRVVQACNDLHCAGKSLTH
Anthrax LF inh2 – inhibitors of Bacillus anthracis lethal factor protease. hit rate 0.12% among 360,000. multiplex microsphere protease cleavage assay, LF. AID 588501. inhibition, % at 10 µM. P15917; further: plate controls were buffer without enzyme for full effect and enzyme alone for no effect
FadD28 binding – blocks FadD28 binding to the bisubstrate probe | inhibition, % at 12.5 µM | hit rate 0.22% among 360,000 | fluorescence polarization | AID 588549; in the data active means inhibition above about 8.5%, passing the limit was not always enough; inconclusive means no clear call, values can overlap the other calls
UGM FP inh – blocks M. tuberculosis UGM enzyme; P9WIQ1; purified UGM, fluorescence polarization probe displacement; inhibition, % at 10 µM; hit rate 0.06% among 320,000; in the data active means inhibition above about 10%, passing the limit was not always enough; inconclusive means no clear call, values can overlap the other calls
Target sequence (P9WIQ1 whole entry, looked up): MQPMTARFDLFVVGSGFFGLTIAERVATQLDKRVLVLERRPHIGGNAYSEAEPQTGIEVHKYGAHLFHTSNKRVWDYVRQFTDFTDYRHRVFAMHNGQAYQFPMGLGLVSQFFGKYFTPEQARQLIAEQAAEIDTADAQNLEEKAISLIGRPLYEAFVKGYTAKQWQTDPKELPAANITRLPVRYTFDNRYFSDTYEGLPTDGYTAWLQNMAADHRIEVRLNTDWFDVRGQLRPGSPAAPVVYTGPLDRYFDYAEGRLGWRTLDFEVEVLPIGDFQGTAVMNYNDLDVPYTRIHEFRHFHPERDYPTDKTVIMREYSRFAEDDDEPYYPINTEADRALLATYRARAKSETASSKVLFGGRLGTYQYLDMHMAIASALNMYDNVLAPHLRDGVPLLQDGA
BoNT F protease – blocks Botulinum neurotoxin F light chain protease; inhibition, % at 10 µM; hit rate 0.22% among 360,000; Multiplex microsphere protease cleavage assay, flow cytometry; in the data active means inhibition above about 35%, passing the limit was not always enough; inconclusive means no clear call, values can overlap the other calls; further: plate controls were buffer without enzyme for full effect and enzyme alone for no effect
Mtb BioA inh – inhibitors of Mycobacterium tuberculosis BioA enzyme | purified M. tuberculosis BioA enzyme, plate reader | inhibition, % at 9.99 µM | hit rate 0.096% among 360,000; in the data active means inhibition above about 40%; inconclusive means no clear call, values can overlap the other calls
BoNT A protease – blocks Botulinum neurotoxin A light chain protease; multiplex microsphere protease substrate cleavage, flow cytometry; inhibition, % at 10 µM; hit rate 0.17% among 360,000; further: plate controls were buffer without enzyme for full effect and enzyme alone for no effect
PfHsp40 yeast – rescue of PfHsp40-mediated yeast toxicity; growth rescue, % at 12.5 µM; AID 504582; hit rate 0.68% among 340,000; S. cerevisiae expressing PfHsp40, growth rescue, ATP luminescence; in the data active means growth rescue above about 28%, passing the limit was not always enough; inconclusive means no clear call, values can overlap the other calls;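 further: yeast W303a lacking pdr1 and pdr3 grown in galactose medium; growth measured after three days at 30 °C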
An asterisk follows results filed as active; ? = inconclusive; nt = not tested or not shown. Unless noted, no stated cut-off is given here; in the data, active means inhibition above about 30%; inconclusive means no clear call, values can overlap the other calls; inactive means below that. Not a hit list. Share with any hit: about 4.7%.

SMILES | GDH-TPI inh | Mtb FBA inh | Anthrax LF inh2 | FadD28 binding | UGM FP inh | BoNT F protease | Mtb BioA inh | BoNT A protease | PfHsp40 yeast
COc1ccccc1/C=C(\C)C(=O)c1c(C)cc(C)[nH]c1=O | 12 | 5 | 6 | 1.1 | 1.7 | -6 | -0.8 | -3.0 | -0.6
COc1ccccc1C(=O)Nc1ccc(S(=O)(=O)N2CCN(C)CC2)cc1 | -2 | 3 | 11 | -1.9 | -0.7 | 13 | -0.1 | 2.4 | 0.3
Cc1cc(C)c(S(=O)(=O)N2CCN(C(=O)CCOc3ccccc3C)CC2)c(C)c1 | 1 | -2 | 3 | -2.1 | 0.9 | -15 | -0.6 | -2.2 | 4.7
Cc1cc(C)nc(OC(C(=O)O)C(OCc2ccccc2)(c2ccccc2)c2ccccc2)n1 (stereo unspecified) | -1 | 0 | -6 | -4.2 | 1.4 | 22 | -0.7 | -2.1 | 2.6
COC(=O)c1cc(CSc2nc3ccc(C)cc3[nH]2)oc1C | -14 | 0 | -2 | -4.8 | 2.2 | -10 | 1.9 | 0.0 | 1.3
CC1Cc2ccccc2N1C(=O)CN1C(=O)C(=O)N(Cc2ccccc2)C1=O (stereo unspecified) | -2 | 1 | 2 | -0.9 | 3.9 | -3 | 0.6 | 1.1 | -0.3
CC1(C(=O)NS(=O)(=O)c2ccc(C#N)cc2)CCN1C(=O)Cc1cccc2ccccc12 (stereo unspecified) | -6 | -3 | -2 | -3.0 | nt | 2 | -2.1 | -0.2 | nt
CCOc1ccccc1N1C(=O)CC(=O)NC1=O | 7 | -2 | 0 | 0.4 | -0.5 | -2 | -0.6 | -1.2 | -1.0
CC(NC(=O)c1ccc(Cl)cc1Cl)C(c1ccccc1)N1CCOCC1 (stereo unspecified) | 0 | 0 | -1 | -0.8 | -1.1 | 5 | nt | 0.0 | -0.2
Cc1ccc(C(=O)N/C(=C\c2cccs2)C(=O)N2CCN(C)CC2)cc1C | 7 | -3 | -2 | -2.8 | 0.6 | -10 | -1.2 | -5.7 | -0.3
Cc1cccc(NC(=S)N2CCN(C(=O)C3CCCO3)CC2)c1 (stereo unspecified) | 6 | 1 | -1 | -4.5 | 0.9 | -2 | nt | 0.0 | 1.3
CNC(=S)Nc1ccc(C)c(NC(=S)NC)c1 | 0 | 0 | -11 | -2.6 | 0.5 | -32 | -0.6 | 0.2 | 1.0
CCOC(=O)C1(CC)NC(c2ccc(N(C)C)cc2)C2C(=O)N(C)C(=O)C21 (stereo unspecified) | 14 | -4 | -5 | 0.0 | -3.4 | -34 | -0.3 | -1.2 | 0.2
CC(C)c1ccccc1N=C1SCCCN1C(=O)c1cccc(N2C(=O)CCC2=O)c1 | 0 | 3 | -7 | -0.4 | -0.7 | ? | nt | 0.5 | 0.3
CCOC(=O)c1ccc(NC(=O)COc2coc(CN3CCc4ccccc43)cc2=O)cc1 | -4 | 0 | 1 | -3.8 | -0.6 | 0 | 0.2 | 1.1 | 0.1
CC(C)CCNC(=O)C(c1ccco1)N(Cc1ccc(F)cc1)C(=O)c1snc(C(N)=O)c1N (stereo unspecified) | 9 | 8 | -5 | -5.1 | 1.9 | -3 | 1.2 | -0.2 | 1.0
O=C(Nc1cc2c3c(c1)CC(=O)N3CCC2)c1ccc(Br)cc1 | 7 | 2 | nt | -0.4 | 2.1 | nt | -3.0 | nt | -0.9
Clc1ccc2c(c1)CNc1c(ncnc1N1CCOCC1)O2 | 7 | 2 | -1 | 1.1 | -1.6 | 6 | 0.9 | 0.3 | 1.0
CCOc1ccccc1C1N=C(c2ccc(OC)cc2)CC(c2ccccc2O)N1 (stereo unspecified) | 10 | 0 | -5 | -1.5 | -0.6 | -4 | nt | -0.1 | 4.8
O=C(/C=C/c1ccccc1)NCCc1cnc[nH]1 | -4 | -1 | -7 | -2.7 | 0.7 | -7 | 1.5 | 0.1 | -0.6

Shown with two lines to a compound: entries from further up.
Every second line gives: GDH-TPI inh | Mtb FBA inh | Anthrax LF inh2 | FadD28 binding | UGM FP inh | BoNT F protease | Mtb BioA inh | BoNT A protease | PfHsp40 yeast
> CC1(C(=O)NS(=O)(=O)c2ccc(C#N)cc2)CCN1C(=O)Cc1cccc2ccccc12 (stereo unspecified)
 : -6 | -3 | -2 | -3.0 | nt | 2 | -2.1 | -0.2 | nt
> CCOc1ccccc1N1C(=O)CC(=O)NC1=O
 : 7 | -2 | 0 | 0.4 | -0.5 | -2 | -0.6 | -1.2 | -1.0
> CC(NC(=O)c1ccc(Cl)cc1Cl)C(c1ccccc1)N1CCOCC1 (stereo unspecified)
 : 0 | 0 | -1 | -0.8 | -1.1 | 5 | nt | 0.0 | -0.2
> Cc1ccc(C(=O)N/C(=C\c2cccs2)C(=O)N2CCN(C)CC2)cc1C
 : 7 | -3 | -2 | -2.8 | 0.6 | -10 | -1.2 | -5.7 | -0.3

Continued:
SMILES | GDH-TPI inh | Mtb FBA inh | Anthrax LF inh2 | FadD28 binding | UGM FP inh | BoNT F protease | Mtb BioA inh | BoNT A protease | PfHsp40 yeast
Nc1ccc(Br)cc1 | 4 | 2 | nt | -1.3 | nt | nt | 0.6 | nt | -1.3
CCn1cc(C(=O)OCC(=O)Nc2cccc(C)c2)c(=O)c2ccc(C)nc21 | 7 | 1 | 11 | 1.8 | -2.5 | 33 | 0.3 | 2.2 | -0.9
CC(=O)N(C(C)=O)c1nc(-c2ccccc2)cn1/N=C/c1cccc([N+](=O)[O-])c1 | 0 | -3 | -1 | -2.4 | 1.0 | ? | nt | ? | 0.4
C=CCn1c(SCC(N)=O)nnc1-c1cccc(Br)c1 | 7 | -5 | 3 | -2.6 | -2.1 | -7 | 1.7 | 0.3 | -1.6
O=C(C[n+]1cccc2ccccc21)c1ccccc1 | 4 | 5 | 6 | -1.6 | 0.1 | 2 | 0.7 | 11 | 0.9
O=C(/C=C/c1cn(CC(O)CN2CCCCCC2)c2ccccc12)c1cccs1 (stereo unspecified) | 3 | -2 | 9 | -1.6 | nt | -5 | nt | 22 | -1.0
CC(C)c1nc2scc(-c3ccc(Cl)cc3)c2c(=O)n1N | 11 | 4 | -8 | -3.1 | -2.4 | -7 | -0.2 | -0.2 | 0.5
CCCNC(=O)C1CC(=O)N(c2ccc(OCc3ccc(Cl)cc3)cc2)C1 (stereo unspecified) | -5 | -1 | -8 | -2.8 | -2.5 | -2 | 3.6 | -0.3 | -0.5
CC(C)C(=O)NNC(=O)CSc1nnc(-c2ccccc2)c(-c2ccccc2)n1 | -1 | 5 | 23 | -1.7 | 1.5 | ? | 0.6 | 1.8 | -0.3
COc1ccc(C(=O)OCC(=O)c2ccc3[nH]c(=O)[nH]c3c2)c(OC)c1OC | -4 | 2 | -11 | -2.0 | -0.3 | 0 | -0.7 | -0.2 | -0.6
O=C(c1cnn(-c2ccc(Cl)cc2)c1)c1ccccc1O | 6 | 6 | -6 | 0.9 | -0.1 | -2 | nt | -0.6 | 3.2
Cc1cccc(C)c1OCc1nnc(NC(=O)CSc2ccc(Cl)cc2)s1 | 0 | -1 | -4 | 0.7 | nt | 0 | -4.0 | 0.4 | -0.6
COc1cccc(NS(=O)(=O)c2c(C(=O)N3CCCCCC3)c(C)n(C)c2C)c1 | 0 | 3 | -2 | -1.2 | 0.6 | -8 | -0.8 | 1.1 | -0.4
O=C1CCCCC1Nc1ccc(Cl)cc1 (stereo unspecified) | 0 | -1 | 0 | -2.1 | nt | -9 | nt | 0.0 | -0.4
CCC(c1nnnn1Cc1ccc(F)cc1)N1CCN(C2CCCCC2)CC1 (stereo unspecified) | 16 | 4 | -12 | -1.7 | 2.8 | -4 | 0.5 | 0.4 | 0.2
O=C(CCSc1nc2cc(Cl)ccc2o1)N1CCOCC1 | 12 | -3 | 4 | -2.2 | -3.6 | 14 | -0.2 | 1.2 | 1.0
CCN(CC)C(=O)c1[nH]cnc1C(=O)N[C@@H](Cc1ccccc1)C(=O)OC(C)(C)C | -13 | 0 | -6 | -3.6 | -0.8 | -4 | 0.4 | 0.1 | -0.8
CCCCOc1c(Br)cc(/C=C2\N=C(C)OC2=O)cc1OCC | 4 | -3 | 5 | -5.1 | 0.5 | -3 | -1.5 | -0.5 | -0.2
Cc1ccc(-c2c(C#N)c(N)nc3c2CCCCCC3)o1 | 26 | 31* | 4 | 1.6 | 0.4 | 4 | -3.2 | 0.8 | -0.1
CCc1ccc2c(c1)cc(CN(C(=S)Nc1ccc(Cl)cc1)C1CC1)c1nnnn12 | 3 | 0 | -6 | -3.0 | -3.7 | -10 | nt | -0.5 | ?
O=c1n(Cc2ccc(Cl)cc2)c2sc3c(c2c2ncnn12)CCCC3 | 6 | 0 | 3 | 0.5 | -2.9 | -4 | 13 | 0.7 | 23
O=C(CCCN1C(=O)C2CCCCN2C1=O)N1CCN(c2ccc([N+](=O)[O-])cc2)CC1 (stereo unspecified) | 20 | -9 | -2 | -0.5 | 1.4 | 3 | 0.2 | 0.4 | 1.0
COc1cccc(CN(Cc2ccccc2F)S(=O)(=O)c2ccc(S(=O)(=O)NCc3ccccc3)cc2)c1 | 9 | -1 | -1 | -1.6 | -0.2 | 8 | nt | -0.2 | -0.1
CCOc1ccc(N2C(=O)/C(=C/c3ccc(C)o3)N(C)C2=S)cc1 | 15 | -2 | 0 | -5.9 | 4.8 | -3 | -1.5 | 4.0 | -0.2
COc1ccc2nc3oc(C(=O)N4CCN(c5cccc(C(F)(F)F)c5)CC4)cc3cc2c1 | -6 | 2 | -2 | -5.3 | -1.3 | 2 | 0.0 | 0.6 | 0.2
Cc1nn2c(-c3ccc(S(=O)(=O)N4CCN(C)CC4)o3)nnc2c2ccccc12 | -5 | 4 | 2 | -4.3 | 0.4 | -5 | -1.1 | -1.0 | 0.0
CCC1CCCCN1CCCNC(=O)Cn1ncc2c([nH]c3ccc(C)cc32)c1=O (stereo unspecified) | 20 | 23 | 1 | -1.9 | -3.0 | 12 | -4.8 | 4.2 | 0.3
COCCN(Cc1ccccc1)C(=O)c1ccc2c(c1)NC(=O)CS2 | 8 | 1 | 1 | -5.5 | 0.7 | -6 | -0.3 | 0.3 | -0.3
CCCN(CC(=O)Nc1ccccc1C)C(=O)CCCOc1ccc(Br)cc1 | -3 | 38* | -2 | -4.8 | -0.8 | -4 | 0.4 | -2.3 | 1.7
COc1ccc(Cn2c(O)c(C=Nc3ccc(C)cc3)c3ccccc3c2=O)cc1 | 0 | -2 | 2 | -4.9 | 8.3 | 9 | 0.2 | 1.2 | 2.4
Cc1ccc2c(c1)-c1c(ssc1=S)C(C)(C)N2C(=O)c1ccco1 | 12 | 4 | 1 | -0.5 | -0.2 | 7 | -2.3 | ? | -1.0
O=C(NN1CCOCC1)c1cccc(Br)c1 | 2 | 2 | -7 | -1.5 | 3.0 | -15 | -1.9 | -0.1 | nt
CCCNC(=O)C12CCC(C)(c3nc4cc(C)c(C)cc4nc31)C2(C)C (stereo unspecified) | 55* | 2 | 8 | -1.2 | -0.7 | 1 | -2.2 | 1.4 | 0.5
COc1ccc2ccc(O)c(CN(C)CC(=O)Nc3ccccc3C(F)(F)F)c2c1 | 3 | 3 | -2 | -0.2 | -1.3 | 17 | -1.3 | -0.3 | 2.5
COc1ccc(CCNS(=O)(=O)c2cccc([N+](=O)[O-])c2)cc1OC | 5 | 0 | 5 | 0.8 | -1.9 | ? | 0.2 | 4.6 | -2.1
Nc1ccccc1C(=O)OC1CSC1 | 0 | 16 | 2 | -1.3 | 2.0 | 1 | -0.6 | 1.1 | -1.1
COc1cc(C)c(C(=O)Oc2cc(C)c(C(=O)O)c(O)c2C)c(O)c1C(=O)O | 9 | 6 | -5 | 0.4 | 7.9 | -12 | 0.7 | -0.8 | -1.6
O=C(Nc1ccccc1)N1CCCN(Cc2ccccc2F)C1 | -3 | 1 | -4 | -1.8 | 0.7 | -3 | 4.8 | -0.4 | -1.3
O=C(NCCN1CCOCC1)c1c(O)nc2ccccn2c1=O | 22 | 12 | 0 | -0.8 | 0.8 | -4 | -1.8 | 1.6 | -1.5
COC(=O)[C@@H](N)CS | -2 | -2 | -1 | -0.7 | 1.4 | -17 | 0.1 | -1.1 | -0.7
O=C(CSc1ccsc1[N+](=O)[O-])N1CCCCCC1 | 9 | -2 | 0 | -0.2 | 2.6 | -12 | nt | 1.3 | -0.8
